# Compound activity: PubChem BioAssay, several laboratories
# Keap1-Nrf2 PPI – Keap1-Nrf2 protein-protein interaction inhibitors, primary screen, biochemical, fluorescence polarization, single point; inhibition, % at 9.4 µM; hit rate 0.15% among 340,000; Kelch-like ECH-associated protein 1 (Homo sapiens), Q14145; Keap1 Kelch-Nrf2 peptide fluorescence polarization, 1536-well; AID 504523, 2011; in the data active means inhibition above about 12%;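 further: human Keap1 Kelch domain with fluorescein labeled Nrf2 9mer peptide probe; 0% = neutral control wells and 100% = peptide positive control; higher means more block of Keap1 binding to Nrf2 peptide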
# NSD2 inh – NSD2 histone methyltransferase inhibitors, primary screen, biochemical, AlphaScreen, single concentration, set 2. Histone-lysine N-methyltransferase NSD2 (Homo sapiens), O96028. NSD2 peptide methylation, 120 min. inhibition, % at 12.5 µM. hit rate 0.54% among 310,000. AID 743445, 2014; in the data active means inhibition above about 50%
# CAL PDZ FP-1 – CAL PDZ peptide-binding inhibitors, primary screen, biochemical, fluorescence polarization, Cer-tagged CAL PDZ, HTS; Golgi-associated PDZ and coiled-coil motif-containing protein (Homo sapiens), Q9HD26; purified CAL PDZ, TMR-peptide fluorescence polarization, 1 h; inhibition, % at 20 µM; hit rate 0.02% among 330,000; AID 504414, 2011;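 active means highest replicate inhibition of at least 40%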;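 further: plate controls were DMSO neutral control wells for no effect and unlabeled competitor peptide control wells for full effect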
#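 Test system: tagged CAL PDZ domain / Buffer or medium: sodium phosphate/NaCl buffer pH 7.4 with TCEP, IgG, Thesit / Reagent: TMR-labelled reporter peptide T*-PRC34 bound in PDZ groove / Compound dosing: single point, 20 µM / Schedule: 1 h incubation at room temperature before polarization reading / Technique: fluorescence polarization (mP) / Benchmarks: unlabelled peptide, DMSO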
# V-ATPase pHluor – regulators of yeast V-ATPase proton pumping, primary screen, pHLuorin cytosolic pH fluorescence; S. cerevisiae; AID 504577, 2011; response, % at 10 µM; hit rate 0.37% among 350,000; in the data active means response mostly above about 7.3%, no sharp cut-off; inactive means mostly below about 5.4%; further: actives read high; inactives centre near 0; some compounds called inactive have numbers as strong as hits
# DSG3 Ab inh – inhibitors of pemphigus antibody binding to DSG3, primary screen, biochemical, bead-based, flow cytometry, scFv-GFP | Desmoglein-3 (Homo sapiens), P32926 | DSG3-coupled beads, scFv-anti-DSG3-GFP binding; stronger effect = lower value | binding (percent of control), % at 10 µM | hit rate 0.48% among 310,000 | AID 588358, 2011;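 active means binding more than 3 SD below its plate's average and above zero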; further: some compounds called inactive have numbers as strong as hits
# Target sequence (P32926 whole entry, looked up): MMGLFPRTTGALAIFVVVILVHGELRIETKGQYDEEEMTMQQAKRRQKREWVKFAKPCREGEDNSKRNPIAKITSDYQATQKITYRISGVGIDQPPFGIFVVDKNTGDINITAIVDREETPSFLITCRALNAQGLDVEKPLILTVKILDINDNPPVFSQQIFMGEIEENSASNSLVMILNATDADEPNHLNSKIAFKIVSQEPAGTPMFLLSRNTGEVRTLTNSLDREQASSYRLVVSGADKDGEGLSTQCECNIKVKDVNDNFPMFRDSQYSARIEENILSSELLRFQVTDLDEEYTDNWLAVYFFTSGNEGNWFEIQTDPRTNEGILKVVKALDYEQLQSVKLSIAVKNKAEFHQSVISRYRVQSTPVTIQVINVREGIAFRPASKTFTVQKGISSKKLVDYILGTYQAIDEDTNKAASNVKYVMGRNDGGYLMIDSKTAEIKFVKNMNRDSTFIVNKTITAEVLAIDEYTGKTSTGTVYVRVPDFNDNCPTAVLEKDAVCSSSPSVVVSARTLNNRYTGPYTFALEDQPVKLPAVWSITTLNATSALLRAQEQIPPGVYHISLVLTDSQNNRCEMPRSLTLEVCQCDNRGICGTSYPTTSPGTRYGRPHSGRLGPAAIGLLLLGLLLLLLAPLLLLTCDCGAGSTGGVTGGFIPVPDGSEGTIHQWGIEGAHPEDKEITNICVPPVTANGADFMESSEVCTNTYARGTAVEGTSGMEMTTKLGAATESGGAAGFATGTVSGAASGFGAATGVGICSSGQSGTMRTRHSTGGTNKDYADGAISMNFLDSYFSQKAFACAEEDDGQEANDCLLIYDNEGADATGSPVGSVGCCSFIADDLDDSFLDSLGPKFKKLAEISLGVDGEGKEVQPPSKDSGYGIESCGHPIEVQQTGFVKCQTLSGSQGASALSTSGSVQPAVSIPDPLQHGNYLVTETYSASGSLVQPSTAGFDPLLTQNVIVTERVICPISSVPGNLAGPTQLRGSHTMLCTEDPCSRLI
# DAGLB inh – DAGLB lipase inhibitors, primary screen, biochemical, fluorescence, HTS; inhibition, % at 5.17 µM; AID 504411, 2011; hit rate 0.059% among 340,000; HEK293T DAGLB membrane lysate, EnzChek fluorogenic substrate; Diacylglycerol lipase-beta (Homo sapiens), Q8NCG7; in the data active means inhibition above about 34%;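 further: 0% = enzyme with vehicle and 100% = wells lacking enzyme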
# C-LANA FP – inhibitors of KSHV C-LANA binding to DNA, primary screen, biochemical, fluorescence polarization, FAM-LBS DNA, MBP-C-LANA, single point; hit rate 0.078% among 340,000; Kaposi's sarcoma herpesvirus LANA C-terminal domain (residues 932-1162) DNA binding; inhibition, % at 9 µM;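 active means highest replicate inhibition at or above 60% at 9 µM, even if other replicates fall short; inactive means all replicates below 60% inhibition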;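 further: 0% = neutral control wells and 100% = 4 µM acridine orange control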
# CAL PDZ FP-2 – untagged CAL PDZ binding inhibitors, primary screen, biochemical, fluorescence polarization, HTS; Golgi-associated PDZ and coiled-coil motif-containing protein (Homo sapiens), Q9HD26; purified CAL PDZ, TMR-peptide fluorescence polarization, 1 h; AID 602252, 2012; hit rate 0.92% among 300,000; inhibition, % at 24.9 µM;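 active means mean inhibition of at least 30% with at least half of replicates also reaching 30%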;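 further: 0% = DMSO neutral control and 100% = excess unlabeled competitor peptide PRC23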
# RTF Ca sens inh – cardiac RTF calcium sensitivity inhibitors, primary screen, biochemical, IANBD-TnC fluorescence, EC70 calcium. Troponin I, cardiac muscle (Homo sapiens) + Troponin T, cardiac muscle (Homo sapiens) + …. IANBD-labeled cardiac RTF, Ca2+ fluorescence. inhibition, % at 7.15 µM. hit rate 0.12% among 340,000. AID 493244, 2011;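 active means inhibition above the mean inhibition of all tested compounds plus 3 SD, cut at about 17% in these data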;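 further: assay run at fixed EC70 calcium of 1.6 mM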
# Arr AP2 block – inhibitors of beta-arrestin/AP2 binding, primary screen, biochemical, GPCR trafficking, flow cytometry | inhibition, % at 10 µM | hit rate 0.31% among 340,000 | AID 504490, 2011 | beta-arrestin 1 C-terminal peptide binding to AP2 beta2-adaptin appendage (human) | FITC-arrestin peptide / GST-AP2 beads; AP2 beta2 appendage carries R879A mutation;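 active means inhibition above a set limit, near 3 SD of compounds lacking own fluorescence, cut at about 54% in these data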;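 further: plate controls were DMSO wells for no effect and 5 µM unlabelled arrestin peptide for full effect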
#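 System: GST-tagged AP2 beta2-adaptin appendage (R879A) on 4 µm glutathione beads / Reagent: FITC-arrestin peptide, 50 nM / Detection: HyperCyt-sampled flow cytometry, FL1 channel, ex 488/em 535 nm / Timing: 12 min plus 1 h, RT / Buffer or medium: PBS plus Tween 20 (0.05%) and BSA (0.1%)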
# * hit, by the source's call; · = no result given. The list is partial; rates above refer to the full screens.
compound	DAGLB inh	Keap1-Nrf2 PPI	V-ATPase pHluor	DSG3 Ab inh	CAL PDZ FP-1	Arr AP2 block	CAL PDZ FP-2	C-LANA FP	NSD2 inh	RTF Ca sens inh
CC(C)(C)c1ccc(OCC(O)CN2CCc3ccccc3C2)cc1 (configuration not stated)	·	·	-1	94	·	12	·	·	-1	·
O=C1Nc2ccccc2C1C(C[N+](=O)[O-])c1ccccn1 (configuration not stated)	-3	-10	-2	96	-0.3	32	-1	2.3	2	4
CC(=O)CCn1cnc([N+](=O)[O-])n1	3	-1	0	86	-1.7	1	3	0.5	1	-14
COc1cccc(-c2nn(-c3ccccc3)cc2CNC(C)Cn2cncn2)c1 (configuration not stated)	-2	4	1	99	-0.2	42	-3	0.9	-16	1
CCCc1ccc(C(=O)CCC(=O)O)cc1	-3	-1	-3	103	0.0	-3	-2	-0.6	-2	-7
O=C1c2ccccc2C(=O)C12Cc1ccccc1N1CCN(c3ccccc3)CC12 (configuration not stated)	2	-1	2	94	-0.5	11	-3	-1.3	1	-8
Cc1cc(C(=O)OCC(=O)N2CCCCCC2)ccc1[N+](=O)[O-]	0	0	-2	·	0.3	-3	-5	-0.8	-1	-6
O=C(Nc1ccc2nccnc2c1)c1ccco1	-1	-8	2	97	0.5	10	·	-1.1	3	-6
Cn1cnc2nc(Cl)nc(Cl)c21	-7	-10	8	115	-1.7	-12	1	2.0	·	0
CCOc1ccc(-n2c(N)c(-c3nc4ccccc4n3C)c3nc4ccccc4nc32)cc1	2	1	-15	90	-1.9	6	0	2.9	-2	5
O=C(NCCCn1ccnc1)c1nn2c(C(F)(F)F)cc(-c3ccccc3)nc2c1Cl	0	1	-1	107	-2.0	34	-1	-1.0	0	3
CCN1CCN(C(c2cccs2)C(C)NC(=O)CC(C)C)CC1 (configuration not stated)	0	-1	3	103	·	0	-3	0.0	4	3
COc1ccc2c(c1OC)C(=O)N1c3ccccc3N=C(c3ccc([N+](=O)[O-])cc3)CC21 (configuration not stated)	2	-5	1	98	1.1	5	-3	1.6	0	3
CCCCN1Cc2cc(C(=O)c3cc(F)ccc3O)cnc2NC1=O	-1	-2	-1	·	-2.5	2	2	1.7	0	0
COc1ccc(-n2c(SC(C)C(=O)Nc3ccc(NC(C)=O)cc3)nc3ccccc3c2=O)cc1OC (configuration not stated)	1	0	0	94	-2.2	4	-6	-0.3	3	-7
CC(=O)Nc1c(F)cc(Br)cc1F	-2	0	4	·	-0.5	-6	-6	0.3	0	-14
Cn1c(C=O)c(C#CC(C)(C)O)c2ccccc21	2	-3	-1	101	0.1	6	-7	3.6	·	-1
CCOC(=O)C1CCCN(C(=O)c2cc3c(=O)n4ccccc4nc3s2)C1 (configuration not stated)	1	-6	5	76	-2.4	-5	-1	-2.2	-2	1
Cc1cc(=O)oc(C)c1C(=O)N[C@@H]1CCCCNC1=O	1	0	3	107	1.0	-4	-2	0.5	-2	-3
COc1cc(OC)cc(C(=O)Nc2nnc(NC(=S)Nc3ccccc3)s2)c1	0	-4	0	64	-1.5	0	0	-0.3	5	3
CCCCn1c(=O)n(CC(=O)Nc2ccc(C)c(Cl)c2)c(=O)c2c1ncn2Cc1ccco1	2	-8	2	101	-0.8	21	-3	-1.4	0	-14
COc1ccc(C2=NS(=O)(=O)N(C)C(C(=O)NC(C)c3ccccc3)=C2)cc1OC (configuration not stated)	-1	0	-1	112	-0.5	-2	1	-0.3	·	3
CC(C)(C)[C@H]1COC(=O)CC/C=C\C[C@@H](CC(=O)N(CCO)Cc2ccccc2)C(=O)N1	3	-7	-2	101	-1.0	·	-3	-0.7	·	1
CCN(CCO)c1nc(NCc2ccccc2)c2cnn(C)c2n1	2	0	-3	104	-0.5	17	·	-0.1	-2	-14
CCc1ccc(Nc2cnn(C34CC5CC(CC(CC(=O)O)(C5)C3)C4)c(=O)c2Cl)cc1	3	2	1	99	-3.5	17	-1	2.6	1	-8
Cc1ccc(OCC(=O)N2N=C(c3cccnc3)CC2(O)C(F)(F)F)cc1C (configuration not stated)	-4	-7	0	124	-1.3	50	-1	-1.5	-1	-1
O=C(CCc1nc(-c2ccc(Cl)cc2)no1)NCC1CCCO1 (configuration not stated)	-1	-3	1	105	0.0	-6	1	0.5	32	-7
COc1c2c(c(CCC(=O)O)c3c1C=CC(C)(C)O3)OC(C)(C)C=C2	3	-4	2	·	0.7	0	0	1.4	·	8
Cc1ccc(C)c(CN2C(=O)C3(OCCCO3)c3ccccc32)c1	-6	-3	4	105	-1.7	5	2	-2.0	-6	-3
COc1ccc(S(=O)(=O)N2CCOC2CNC(=O)C(=O)NCc2ccccc2Cl)cc1 (configuration not stated)	2	-6	-1	117	-0.6	-11	-4	-1.7	1	0
Cc1ccc(N2C(=O)C3CCC(C)(C2=O)C3(C)C)cc1 (configuration not stated)	-1	-3	0	108	-0.3	12	-1	0.2	0	-2
CC(C)Cn1cc(F)c(=O)n(CC(C)C)c1=O	-2	6	0	100	-0.4	53	-1	7.0	0	13
O=C(O)CC/C(=N\NC(=O)c1ccc(F)cc1)c1ccc(Br)cc1	1	-3	5	101	-6.4	5	-3	0.9	·	6
Cc1ccc(C)c(C(=O)CCC(=O)NNC(=O)Cn2nc(C)cc2C)c1	-1	3	-2	98	-2.0	-9	0	-1.1	-1	-1
O=S(=O)(NC1CC1)c1ccc(S(=O)(=O)N2CCN3CCCC3C2)cc1 (configuration not stated)	3	1	5	99	-1.7	-5	-14	-0.4	0	12
COc1ccccc1/C=N/n1nnnc1N	-3	-7	1	105	-1.8	10	-2	-2.5	-1	1
COc1ccc(NC(=O)C(C)N(C)Cc2ccc3ccccc3c2)cc1 (configuration not stated)	-9	1	-3	108	-1.6	18	-1	-1.3	1	-1
O=C(NCCN1C(=O)S/C(=C\c2ccc(Cl)c([N+](=O)[O-])c2)C1=O)C1=COCCO1	3	-3	-3	103	-2.3	-5	1	0.9	-5	-4
COC(=O)[C@@]1(Cc2ccccc2)[C@H]2C(=O)N(Cc3ccccc3)C(=O)[C@H]2[C@H]2CN=C(SCc3ccc(Cl)cc3)N21	-7	0	1	95	1.4	8	-2	-0.2	·	-5
O=C(O)c1ccccc1-c1ccccc1C(=O)Nc1ccccc1	2	-1	4	106	-0.4	8	-2	2.8	-1	0
O=C1CCN(Cc2ccc(Cl)cc2)N1	-1	-1	-3	98	2.2	2	-1	1.1	1	-5
CCc1cc(=O)oc2cc(C)cc(OCC(=O)NCCN3CCOCC3)c12	-1	0	-4	100	0.3	31	·	-1.2	1	-4
O=C(CSc1nc2ccccc2c(=O)n1CCCN1CCOCC1)N1CCN(c2ccccc2)CC1	1	0	-1	·	0.3	22	6	0.3	·	-4
O=C(c1ccncc1)c1nccn1-c1ccccn1	-2	-1	1	96	-1.1	-13	-3	1.7	2	6
O=[N+]([O-])c1ccc(Nc2nc(N/N=C/c3cccc(F)c3)nc(N3CCCC3)n2)cc1	-2	-1	-2	91	-1.6	-5	-4	3.6	-3	-1
O=C(CN1C(=O)/C(=C/c2ccccc2F)Sc2ccccc21)NCCCN1CCOCC1	0	1	-4	·	-4.4	6	-4	-0.6	3	0
Cc1cc(C)nc(NC(N)=NCCc2ccccc2)n1	-3	1	-2	92	-1.9	0	-2	1.3	0	-8
CC1(C)NC(=O)N(CC(O)CN(Cc2ccccc2)Cc2ccccc2)C1=O (configuration not stated)	-3	-3	0	96	-0.2	4	-2	-1.2	-3	-7
CCc1cccc(N(C(=O)c2csnn2)C(C(=O)NC2CCCCC2)c2cccnc2)c1 (configuration not stated)	2	-8	-91	99	-3.3	4	-4	0.9	23	11
O=C(OCC(=O)N1CCN(C(=O)c2ccco2)CC1)c1sc2cc(F)ccc2c1Cl	-2	-2	3	92	-1.9	18	-2	0.9	0	-11

# (cont.)
compound	DAGLB inh	Keap1-Nrf2 PPI	V-ATPase pHluor	DSG3 Ab inh	CAL PDZ FP-1	Arr AP2 block	CAL PDZ FP-2	C-LANA FP	NSD2 inh	RTF Ca sens inh
CC(CN1CCCCC1)OC(=O)CCc1ccccc1 (configuration not stated)	-3	-1	9.8*	102	0.4	-18	-2	1.5	-4	1
CC1CCN(S(=O)(=O)c2cccc(C(=O)Oc3ccc([N+](=O)[O-])cc3)c2)CC1	-3	-3	1	92	-0.2	8	-2	-0.1	-2	5
COC(=O)Cc1c(O)ccn(CCc2c[nH]c3ccccc23)c1=O	-2	3	-2	98	-0.7	16	-1	0.1	-5	2
Cc1ccc(C(=O)N/C(=C\c2ccccc2)C(=O)NCCN2CCOCC2)cc1	-3	0	6	·	-3.3	0	·	-0.2	4	-10
Cc1ccc(S(=O)(=O)N2[C@@H](c3ccc(Br)cc3)C(C(=O)O)=CC[C@H]2c2ccc(Cl)c(Cl)c2)cc1	6	-6	1	103	-0.3	6	-2	1.7	·	2
COc1ccccc1C(=O)Nc1ccc(N2CCN(S(C)(=O)=O)CC2)cc1	-4	-3	2	101	·	-8	-2	0.1	2	-13
NC(=O)C1CCCN(C(=O)c2ccc(S(=O)(=O)N3CCCCCC3)cc2)C1 (configuration not stated)	2	-5	1	88	0.0	1	-9	-1.2	-3	-7
